GAA850 FXN act – increases GAA850 frataxin promoter reporter activity; HEK293 lucGAA850 FXN promoter luciferase reporter, 24 h; percent of 10 µM SAHA response; AID 540364; activation, % at 6 µM; hit rate 0.56% among 360,000;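 active means activation above the average of all compounds screened plus 3 SD, cutoff fixed separately per campaign, cut at about 7.5% in these data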;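 further: 0% = DMSO wells and 100% = 10 µM SAHA wells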
HGIII-sPLA2 inh – Blocks human group III sPLA2 activity; Q9NZ20; inhibition, % at 12.2 µM; QFRET BODIPY PC-A2 liposome hydrolysis, fluorescence; hit rate 0.56% among 370,000;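 active means inhibition above mean plus 3 SD of compounds lying within the high and low control bounds, cut at about 19% in these data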;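 further: 0% = median of test compound wells and 100% = no enzyme DMSO wells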
Target sequence (Q9NZ20 whole entry, looked up): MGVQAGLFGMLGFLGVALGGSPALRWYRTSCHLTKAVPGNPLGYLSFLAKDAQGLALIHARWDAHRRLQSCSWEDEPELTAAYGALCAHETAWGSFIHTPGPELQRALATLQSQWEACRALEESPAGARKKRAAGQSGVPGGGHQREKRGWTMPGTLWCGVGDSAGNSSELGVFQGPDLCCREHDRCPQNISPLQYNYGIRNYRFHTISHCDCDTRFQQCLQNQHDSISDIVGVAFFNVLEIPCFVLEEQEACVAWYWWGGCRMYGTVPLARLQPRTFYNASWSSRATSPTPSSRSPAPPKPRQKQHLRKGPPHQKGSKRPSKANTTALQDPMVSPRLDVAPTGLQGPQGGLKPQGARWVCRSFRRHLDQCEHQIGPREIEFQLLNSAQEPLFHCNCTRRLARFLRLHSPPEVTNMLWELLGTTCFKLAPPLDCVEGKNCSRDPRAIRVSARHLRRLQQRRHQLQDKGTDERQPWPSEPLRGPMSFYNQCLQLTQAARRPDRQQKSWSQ
DAX1 inh-1 – NR0B1 (DAX1) inhibition; HEK293 Gal4-DAX1 luciferase reporter, luminescence; hit rate 0.99% among 340,000; AID 504766; P51843; inhibition, % at 6.75 µM;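 active means inhibition above the mean over all tested compounds plus 3 SD, cut at about 4.2% in these data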;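 further: 0% = DAX1-transfected cells with DMSO and 100% = empty-vector control cells with DMSO; inhibition shows as a rise in luminescence from relieved DAX1 repression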
PLC-beta3 inh – blocks human PLC-beta3 enzyme activity; AID 720704; Purified PLC-beta3, fluorogenic substrate, fluorescence; inhibition, % at 12.2 µM; hit rate 0.18% among 370,000; Q01970; in the data active means inhibition above about 11%;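 further: 0% = median of compound wells on plate and 100% = full blocker control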
PLCg1 inh – inhibitors of human phospholipase C gamma1 | AID 720700 | inhibition, % at 12.2 µM | purified PLC-gamma1, fluorogenic substrate, fluorescence | P19174 | hit rate 0.84% among 370,000; in the data active means inhibition above about 9.5%
ADAM17 inh – inhibitors of human ADAM17; P78536; AID 720648; recombinant ADAM17, EDANS/DABCYL FRET peptide cleavage; hit rate 0.83% among 370,000; inhibition, % at 6.95 µM;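 active means inhibition above the mean of compounds lying between control limits plus 3 SD, set per campaign, cut at about 8.5% in these data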;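 further: 0% = DMSO-only wells as the low control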
hcDAF12 agonist – activators of H. contortus DAF-12 nuclear receptor; HEK293 hcDAF-12 lit1-tk-luc reporter, luminescence; 0% DMSO, 100% Δ7-dafachronic acid; activation, % at 6.8 µM; hit rate 1.4% among 370,000; AID 652067;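 active means activation above the mean of all tested compounds plus 3 SD, cut at about 5.5% in these data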;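 further: 100% = response to 3 µM Δ7-dafachronic acid high control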
ssDAF12 agonist – activators of S. stercoralis DAF-12 nuclear receptor; HEK293 ssDAF-12/GRIP1 lit1-tk-luc reporter, luminescence; % of 3 µM dafachronic acid response; activation, % at 6.8 µM; hit rate 1% among 370,000;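 active means activation above the mean over all tested compounds plus 3 SD, cut at about 0.9% in these data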;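 further: 0% = DMSO-only wells and 100% = 3 µM delta7-dafachronic acid wells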
ADAM10 inh – inhibits human ADAM10; O14672; recombinant ADAM10, EDANS/DABCYL FRET peptide cleavage, 3 h; inhibition, % at 7 µM; hit rate 0.62% among 370,000;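 active means inhibition above a per-campaign cutoff equal to the mean of compounds falling between control-based bounds plus 3 SD, cut at about 20% in these data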;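 further: 0% = DMSO wells while the 100% control is not disclosed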
Target sequence (O14672 214-748 limits assumed): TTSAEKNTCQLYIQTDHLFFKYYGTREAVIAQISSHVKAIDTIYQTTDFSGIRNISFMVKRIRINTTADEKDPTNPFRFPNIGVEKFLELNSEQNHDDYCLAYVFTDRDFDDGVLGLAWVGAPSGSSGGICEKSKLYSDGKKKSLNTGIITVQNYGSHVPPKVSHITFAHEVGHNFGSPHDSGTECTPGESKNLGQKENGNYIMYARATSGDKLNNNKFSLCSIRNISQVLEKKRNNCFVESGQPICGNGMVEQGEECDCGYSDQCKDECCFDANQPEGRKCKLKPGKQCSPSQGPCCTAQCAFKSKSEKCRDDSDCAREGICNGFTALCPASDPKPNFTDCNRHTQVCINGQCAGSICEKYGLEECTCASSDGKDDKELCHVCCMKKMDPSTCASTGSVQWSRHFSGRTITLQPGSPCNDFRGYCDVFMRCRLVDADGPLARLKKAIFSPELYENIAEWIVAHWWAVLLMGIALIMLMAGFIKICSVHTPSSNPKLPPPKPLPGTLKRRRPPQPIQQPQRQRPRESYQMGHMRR
hgDAF-12 ag – activates the H. glycines DAF-12 receptor ligand-binding domain | hit rate 1.8% among 370,000 | HEK293 GAL4-hgDAF12 UAS-luciferase reporter, agonist luminescence; normalized to butyrate control | activation, % at 6.8 µM | AID 687014;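 active means activation above a cutoff set at the mean of all screened compounds plus 3 SD, cut at about 10% in these data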;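 further: 0% = DMSO wells and 100% = sodium butyrate wells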
DAX1 inh-2 – DAX1 (NR0B1) inhibition, primary screen; HEK293T StAR-luciferase reporter, SF-1/DAX-1 repression relief; AID 652010; inhibition, % at 6.8 µM; hit rate 1.1% among 370,000;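 active means inhibition above the mean over all tested compounds plus 3 SD, cut at about 3.6% in these data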;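 further: 0% = DAX-1 cells with DMSO and 100% = cells lacking DAX-1 with DMSO; higher inhibition means more luminescence from relief of DAX-1 repression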
Numbers without * were called inactive; i = inactive; / = not tested or not shown.

SMILES | GAA850 FXN act | HGIII-sPLA2 inh | DAX1 inh-1 | PLC-beta3 inh | PLCg1 inh | ADAM17 inh | hcDAF12 agonist | ssDAF12 agonist | ADAM10 inh | hgDAF-12 ag | DAX1 inh-2
O=[N+]([O-])c1cccc(-c2ccc(/C=N/NC(=S)Nc3cccc(F)c3)o2)c1 | 1.9 | 10 | -0.4 | -8 | 1 | 1 | -0.3 | -1.6 | 1 | 1.0 | -1.1
COC(=O)c1[nH]c2ccc(F)cc2c1NC(=O)CCN1CCN(C(=O)c2ccco2)CC1 | / | -4 | / | -16 | -17 | -19 | -1.5 | -1.5 | -54 | -0.1 | 0.6
CCCCCCN(C(=O)CCCCCN1C(=O)NC(c2ccc([N+](=O)[O-])cc2)C(C(=O)OCc2ccccc2)=C1C)C(C(=O)NCCCC)c1ccc(OCC(=O)OC)c(C(=O)OC)c1 (configuration not stated) | / | -12 | / | -1 | 1 | -3 | 1.2 | -0.6 | -7 | 1.2 | 0.3
Cc1sc2ncn(CC(=O)NCc3ccco3)c(=O)c2c1-c1ccc(F)cc1 | 2.9 | -7 | -0.1 | -4 | -3 | 3 | -0.8 | -0.8 | 1 | 1.0 | 0.3
Cc1ccc(-c2c(C(=O)N(C)Cc3ccccc3)oc(=O)c3ccccc23)cc1 | -0.4 | 9 | 1.4 | -2 | 2 | 2 | 1.4 | -0.7 | -2 | -4.6 | -0.2
COc1cc(/C=C2\C(=O)N(c3ccc(S(N)(=O)=O)cc3)N=C2C)ccc1OC(=O)c1ccco1 | -1.4 | -1 | 1.4 | 4 | 4 | 3 | 1.8 | -1.1 | 4 | 0.1 | -0.8
COC(=O)CSc1ccc(S(=O)(=O)N2CCC(C)CC2)cc1[N+](=O)[O-] | -1.5 | -3 | 1.2 | 2 | -4 | -2 | 1.9 | -1.0 | 3 | -1.3 | -0.5
COc1ccccc1P(=O)(c1ccccc1)c1ccccc1 | 1.9 | -1 | -0.5 | -5 | 2 | 0 | -1.6 | -1.4 | 7 | -0.4 | 0.2
CC1(C(=O)Nc2cccc3ccccc23)CC1(Br)Br (configuration not stated) | -0.6 | 10 | 2.3 | -25 | -13 | -14 | 1.4 | -1.1 | -31 | -0.8 | -0.4
CCCN1CNC(=S)N(c2ccccc2OC)C1 | 0.2 | 6 | -0.2 | 4 | 1 | -1 | -2.3 | -1.2 | 2 | 0.6 | 0.0
O=C(Nc1ccn(C2CCC(CO)O2)c(=O)n1)c1ccccc1 (configuration not stated) | / | 11 | / | -3 | 3 | -2 | -0.1 | -0.5 | -5 | -1.4 | 1.0
CCC(=O)N(C)CCc1cc2c(c(OC)c1/C=N/NC(=O)c1ccc(Br)cc1)OCO2 | -0.1 | -1 | -1.0 | 1 | 3 | 0 | -1.5 | -1.7 | 3 | -0.3 | -0.4
NC(=O)CC(NC(=O)c1ccc(Cl)cc1)C(=O)NCCc1ccc(S(N)(=O)=O)cc1 (configuration not stated) | 1.4 | 1 | 0.4 | -8 | 0 | -3 | -2.3 | -0.7 | -1 | 1.4 | 0.4
Cc1nnc(NC(=O)CCS(=O)(=O)Cc2ccccc2)s1 | -1.8 | -1 | 0.3 | -5 | 2 | 2 | 2.5 | -1.1 | 4 | -2.9 | 0.0
COc1ccc(CNC(=O)C2(C)Cc3c(-c4ccccc4)ccnc3O2)cc1OC (configuration not stated) | 1.7 | 1 | / | 8 | 3 | 0 | -0.4 | -1.5 | -13 | -0.8 | 1.4
O=C(Cn1ccc(=O)[nH]c1=O)Nc1ccc(O)c([N+](=O)[O-])c1 | 4.0 | 9 | -0.6 | 0 | 1 | 2 | -0.4 | -0.8 | 6 | 2.9 | -0.1
CN1CCN(CC(=O)Nc2ccc(OC(F)(F)F)cc2)CC1 | -1.6 | 10 | -1.2 | -4 | 3 | -4 | -0.4 | -1.1 | -1 | 0.8 | -0.1
CC1CN(C(=O)c2ccc(CNS(=O)(=O)c3cccc(C(F)(F)F)c3)cc2)CC(C)O1 (configuration not stated) | 1.3 | -1 | -0.8 | 2 | 4 | 0 | -0.7 | -1.4 | 8 | -3.3 | -1.0
CC(=O)Nc1ccc(NC(=O)CCC(=O)OCC(=O)c2cccc([N+](=O)[O-])c2)cc1 | 2.1 | 2 | 0.2 | 1 | 6 | 2 | 1.8 | -0.3 | 0 | -0.3 | 0.1
O=C(O)CCN1C(=O)c2ccc(NC(=O)COc3ccccc3)cc2C1=O | 1.1 | 12 | 0.1 | -17 | -5 | -6 | -0.4 | -0.6 | -10 | -1.7 | 0.2
CN(c1ccccc1)S(=O)(=O)c1cc(C(=O)N2CCN(c3ncccn3)CC2)ccc1Cl | -2.6 | 4 | -1.0 | -9 | -4 | -4 | -4.5 | -1.1 | -17 | -8.2 | -1.3
CC(C)(C)C(=O)COC(=O)c1cc(-c2cccnc2)nc2ccccc12 | 0.1 | 1 | 4.2 | -24 | -8 | -15 | -1.4 | -1.2 | -58 | 2.9 | -0.5
O=C1c2ccccc2C(=O)C1c1ccc(O)cc1 | -1.2 | -10 | -0.2 | i | i | -104 | 0.0 | -1.1 | -370 | 2.5 | -0.7
COc1ccccc1C(=O)Nc1ccc2ccccc2c1 | 6.7 | -3 | 3.4 | -15 | -5 | -1 | 20* | 1.6* | 3 | 14* | 1.3
CC(=O)c1ccc(NC(=S)NNC(=O)NC2CCCCC2)cc1 | 3.6 | 8 | -0.1 | -55 | 1 | 5 | 2.7 | -1.1 | 9 | 4.8 | 2.0
Cc1ccc(-n2nc3c(=O)n(CCCC(=O)NCc4ccccc4Cl)nc(C)c3c2C)cc1 | -0.7 | -1 | -1.3 | -4 | 4 | -5 | 0.2 | -1.4 | -3 | -0.5 | 0.8
O=C(OCCN1CCOCC1)c1ccc(OCCN2CCOCC2)cc1 | 0.9 | 1 | -0.3 | 3 | 2 | -1 | 0.1 | -0.9 | 7 | 3.2 | 0.1
NS(=O)(=O)c1ccc(NC2=CC(=O)C(=O)c3ccccc32)cc1 | -0.1 | 8 | 0.2 | -7 | 5 | 1 | 1.5 | -0.6 | -2 | -3.8 | -0.8
COc1ccc(/C=N/n2c(=O)[nH]c3c([nH]c4ccc(F)cc43)c2=O)cc1CN1CCCCC1 | 2.6 | 2 | 2.3 | -56 | -37 | -144 | 1.1 | -1.3 | -426 | -2.5 | 0.0
CC(=O)Nc1ccc(OC(=O)C(CCS(C)(=O)=O)N2C(=O)c3ccccc3C2=O)cc1 (configuration not stated) | 1.5 | 3 | 1.7 | -8 | -8 | -2 | -1.3 | -0.9 | -2 | 3.8 | 0.1
CC1(C)C(c2cccs2)=[N+]([O-])C2(CCCCC/C2=N\O)N1O (configuration not stated) | 4.0 | 4 | 1.5 | 1 | -2 | 3 | 2.3 | -1.4 | -1 | -0.7 | 0.0
Cc1cc(O)c(C(C)C)cc1NC(=O)c1ccccc1Cl | 1.0 | -1 | -1.9 | 6 | 2 | 3 | -1.4 | -0.6 | 0 | 0.3 | -0.4
Cc1ccc(NC(=O)Cc2ccc(F)cc2)c(S(=O)(=O)N2CCOCC2)c1 | / | -4 | / | -3 | -1 | -2 | 0.7 | -1.5 | -4 | -3.1 | -0.6
Cc1ccnc(NC(=O)c2cnc(Cl)c(Cl)c2)c1 | 1.9 | 9 | 1.0 | -10 | -1 | -5 | -0.8 | 0.2 | -6 | 2.6 | 0.1
CC(C(=O)Nc1ccccc1C(=O)O)n1c(C(F)(F)F)nc2ccccc21 (configuration not stated) | 1.7 | -1 | 0.6 | -1 | -3 | -1 | 2.3 | -1.1 | 5 | 0.6 | 0.0
Cc1ccc(S(=O)(=O)N2CCCCC2)cc1NC(=O)CN1CCCC1c1cccs1 (configuration not stated) | 0.5 | 1 | 3.6 | 0 | 0 | 0 | -0.6 | -1.6 | -4 | 3.5 | -0.2
CCOc1ccc(S(=O)(=O)NCCC(=O)OCC(=O)c2ccc[nH]2)cc1 | -0.7 | -9 | 1.1 | -10 | -5 | -5 | -0.4 | -1.5 | -5 | 0.7 | 0.0
COC1=C[C@H](C(=O)NCc2ccc(Br)cc2)[C@H](C)[C@@H](c2ccccc2)CC1=O | / | -16 | / | -2 | 2 | 7 | -1.6 | -0.7 | 9 | -3.5 | 0.5
O=C(c1ccccc1Cl)N1CCC(O)(c2cccnc2)CC1 | 2.2 | 4 | 0.1 | 2 | 0 | -4 | -0.4 | -1.6 | 0 | 2.4 | 0.3
C=C(C)C(=O)Nc1cccc(C2=NOC3(C2)C[C@@H](C(N)=O)N(C(=O)C(=C)C)C3)c1 (some centres not stated) | 0.6 | -2 | 0.2 | 1 | 0 | 1 | 0.1 | -1.2 | 2 | 0.7 | -0.2
CCCN1C(=O)c2ccccc2NC1c1ccc(O)c(OCC)c1 (configuration not stated) | -0.7 | -9 | -0.5 | -289 | -207 | -253 | -1.0 | -1.4 | i | -1.8 | -0.1
Cc1cc(C)c(N=C2CCCN2Cc2ccccc2)c(C#N)c1 | 0.7 | 0 | 0.4 | 2 | 3 | -1 | -2.2 | -1.8 | 0 | -0.1 | -0.5
O=C(N/N=C/c1ccc(O)cc1)c1cc(-c2ccc3c(c2)OCO3)n[nH]1 | 0.1 | -11 | 0.3 | -11 | -10 | 1 | -1.0 | -1.1 | 1 | 5.2 | 1.7
COc1cccc(Cn2c3ccc(NC(=O)CC(C)C(F)(F)F)cc3c(=O)n2C)c1 (configuration not stated) | 0.7 | -3 | / | -340 | -266 | -434 | -1.9 | -1.8 | i | 0.1 | -0.3
CCOC(=O)CSc1nc2cc(OC)ccc2cc1C#N | 7.2 | 0 | 2.0 | -44 | -37 | -21 | 7.2* | 0.9 | -81 | 13* | 4.8*

One compound at a time, as listed above. Order of values: GAA850 FXN act	HGIII-sPLA2 inh	DAX1 inh-1	PLC-beta3 inh	PLCg1 inh	ADAM17 inh	hcDAF12 agonist	ssDAF12 agonist	ADAM10 inh	hgDAF-12 ag	DAX1 inh-2
`Cc1ccc(-n2nc3c(=O)n(CCCC(=O)NCc4ccccc4Cl)nc(C)c3c2C)cc1` as listed: -0.7	-1	-1.3	-4	4	-5	0.2	-1.4	-3	-0.5	0.8
`CC1(C(=O)Nc2cccc3ccccc23)CC1(Br)Br` (configuration not stated) as listed: -0.6	10	2.3	-25	-13	-14	1.4	-1.1	-31	-0.8	-0.4
`COC(=O)CSc1ccc(S(=O)(=O)N2CCC(C)CC2)cc1[N+](=O)[O-]` as listed: -1.5	-3	1.2	2	-4	-2	1.9	-1.0	3	-1.3	-0.5
`Cc1nnc(NC(=O)CCS(=O)(=O)Cc2ccccc2)s1` as listed: -1.8	-1	0.3	-5	2	2	2.5	-1.1	4	-2.9	0.0
